POLH inh: blocks human DNA polymerase eta activity | AID 588591 | 1.2% of 390,000 active | recombinant Pol eta, fluorescent DNA replication assay | Potency, µM (series often up to 114 µM), for inactives: top-dose activity change, negative = inhibition, hits mostly inhibitors; also: % is scaled to controls: 0 for no effect and ±100 for the full control effect
Target sequence (Q9Y253 whole entry, looked up): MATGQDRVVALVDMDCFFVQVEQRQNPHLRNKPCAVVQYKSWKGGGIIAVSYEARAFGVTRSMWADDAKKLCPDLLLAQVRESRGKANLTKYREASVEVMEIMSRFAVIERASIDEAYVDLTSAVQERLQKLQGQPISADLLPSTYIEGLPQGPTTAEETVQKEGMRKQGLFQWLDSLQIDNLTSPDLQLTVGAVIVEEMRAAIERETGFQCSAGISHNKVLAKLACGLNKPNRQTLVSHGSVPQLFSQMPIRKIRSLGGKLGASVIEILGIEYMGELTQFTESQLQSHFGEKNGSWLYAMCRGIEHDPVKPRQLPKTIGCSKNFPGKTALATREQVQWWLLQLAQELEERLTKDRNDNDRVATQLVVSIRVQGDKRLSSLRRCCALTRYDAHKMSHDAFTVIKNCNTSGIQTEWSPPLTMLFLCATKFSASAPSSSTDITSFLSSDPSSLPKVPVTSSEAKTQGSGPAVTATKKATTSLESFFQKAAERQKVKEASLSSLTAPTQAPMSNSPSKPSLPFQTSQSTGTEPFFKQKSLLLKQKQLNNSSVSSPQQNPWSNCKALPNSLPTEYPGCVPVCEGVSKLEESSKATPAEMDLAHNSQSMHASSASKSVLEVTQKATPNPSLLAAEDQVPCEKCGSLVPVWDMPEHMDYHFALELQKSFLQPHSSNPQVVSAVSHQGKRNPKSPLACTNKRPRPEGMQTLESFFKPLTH
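Pol eta (10 nM) was preincubated with compounds for 15 min at room temperature, after which fluorescent replication substrate (50 nM final) was added to start the reaction. Fluorescence was read kinetically at 0 and 10 min.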
Pol iota inh: inhibitors of human DNA polymerase iota | Q9UNA4 | Pol iota fluorescent replication assay, 10 min | Potency, µM (doses to about 115 µM), for inactives: at the highest dose activity, negative = inhibition, usual class: inhibitors | 1% of 390,000 active | AID 588590
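Fluorescent replication assay read twice, at 0 min and 10 min after adding 50 nM (final) substrate. Enzyme (10 nM) and compounds were first incubated 15 min at room temperature; enzyme-free buffer wells were negative controls.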
POLK inh: blocks human DNA polymerase kappa activity | Q9UBT6 | purified Pol kappa, fluorescent DNA synthesis assay, 10 min | Potency, µM (top dose mostly 107 µM), without a hit: at the top dose activity, negative = inhibition, most hits filed as inhibitors | 0.53% of 400,000 active | AID 588579; also: % is scaled to controls: 0 for no effect and ±100 for the full control effect
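Here, compound and 10 nM enzyme are combined for 15 min at room temperature; adding 50 nM substrate (final) starts DNA synthesis, tracked by fluorescence at 0 and 10 min against buffer-only wells.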
* hit, by the source's call; ? = inconclusive; & = joins results of further samples; [ ] = another dose, or the depositor's remark. Calls follow the shape of the dose curve; as a rule, active = well fitted inhibition curve with a large enough effect; inconclusive = small, poorly fitted or top-dose-only effect, or another doubt; inactive = no such curve, though single readings can be large or run the other way. Potency is read from the fitted curve at half-maximal effect.

SMILES	POLH inh	Pol iota inh	POLK inh
O=C(Cc1cccc(NC(=O)C2CCN(C(=O)CCc3ccccc3)CC2)c1)Nc1cccc(C(=O)N2CCCCC2)c1	-3%	-7%	-10%
Cc1ncnc(N)c1CCCNc1ccccc1	-9%	11%	-25%
O=C(O)C(Cc1cccs1)c1cccs1 (stereo unspecified)	-11%	15%	5%
CCC(CC)C(=O)OCC(=O)C1(O)CCC2C3CCC4=CC(=O)CCC4(C)C3C(O)CC21C (stereo unspecified)	-29%	21%	0%
CCCC(=O)c1ccc(OCc2cn(CC(=O)c3ccc(O)cc3)nn2)cc1	-3%	?	21%
O=C(Cc1cccc(NC(=O)C2CCN(C(=O)C3CCCC3)CC2)c1)Nc1cccc(C(=O)N2CCCCC2)c1	-6%	17%	-5%
CCOc1cc(N2CCOCC2)c(OCC)cc1NC(=O)c1ccc(S(=O)(=O)N2CC(C)OC(C)C2)cc1 (stereo unspecified)	-14%	7%	-3%
CC12CCCCC1C(C(N)=O)C(=O)O2 (stereo unspecified)	-12%	4%	-9%
COc1cc(CCC(=O)OCC(=O)Nc2cc(S(=O)(=O)N3CCOCC3)ccc2Cl)cc(OC)c1OC	-21%	-4%	-12%
CCC(=O)Nc1c(C#N)c2nc3ccccc3nc2n1-c1ccc(C)cc1	46%[activator]	22%	-1%
CN(Cc1ccccc1)Cc1nc2c(c(=O)n(C)c(=O)n2C)n1CCc1ccccc1	-6%	4%	-16%[60.1 µM]
CCn1c(SCc2c(Cl)cccc2Cl)nc2nc3c(cc2c1=O)CCCC3	?	13%	-17%
O=C(NCc1ccccc1)C1=C[C@H](c2ccc3c(c2)OCO3)C[C@H](OCc2ccc(CO)cc2)O1	-7%	?	-14%
Cc1ccc(Cn2c(C3CCCN3c3nc(-c4cc(Cl)c(N)c(Cl)c4)cs3)nc3cc(C(=O)NCCCO)ccc32)cc1 (stereo unspecified)	-12%	45µM*	-11%
O=C1NC(=NCc2ccccc2)NC1(c1ccccc1)c1ccccc1	-17%	55%[activator]	-13%
COc1cccc(SCc2noc(C(=O)NCCC(C)C)c2C(=O)NCCC(C)C)c1	-14%	?	-7%
Cc1cc(C)nc(SCC(=O)N2CCc3ccccc32)n1	-11%	-1%	11%
Nc1cc(Cl)cc2c1-c1ccc(Cl)cc1C2O (stereo unspecified)	-25%	24%	-10%
O=c1[nH]cnc2c1ncn2C1OCC(O)C(O)C1O (stereo unspecified)	-3%	-2%	11%
CN1CCc2c(sc3c2C(=O)NC(/C=C/c2ccco2)N3)C1 (stereo unspecified)	-23%	?	-25%
CSc1cc(SC)ncn1	-10%	13%	-9%
O=C(NCc1cccnc1)[C@@H]1CC=C[C@@H]2CCN(Cc3ccc(Cl)c(Cl)c3)C(=O)[C@@H]21	-19%	16%&37%	1%&7%
COc1ccc(N(C(=O)c2ccco2)C(C(=O)NC2CCCCC2)c2ccccc2)cc1 (stereo unspecified)	-10%	-6%	-4%
CC(c1cccnc1)N(CCN(C)C)C(=O)Nc1ccc(Cl)c(Cl)c1 (stereo unspecified)	-7%	26%	2%
CC/C(=N/NC(=O)c1ccc2c(c1)OCO2)c1ccccc1O	-13%	-5%	-14%
More records:
SMILES	POLH inh	Pol iota inh	POLK inh
COc1ccc(CN(C)C(=O)c2ccc(NC(=O)CC3SC(N4CCCCC4)=NC3=O)cc2)c(OC)c1 (stereo unspecified)	0%	17%	-11%
CCCC1OC(c2ccco2)OCC1CC (stereo unspecified)	2%	48%[activator]	-4%
CCCOc1cc2c(C#N)c(N3CCCC3)nc(N)c2c(N)n1	45µM*	?	-24%
COc1ccc(-c2cc(=O)c3c(C)cc(O)cc3o2)cc1	?	20µM*	?
OCC(O)C1OCOC(C(O)CO)C1O (stereo unspecified)	2%	18%	5%
Cc1nc2c(O)c3c(c(O)c2nc1C)C1C=CC3CC1	2%	14µM*	-5%
OC(CSc1ccccc1)CN1CCN(c2ccccc2)CC1 (stereo unspecified)	-18%	66%[activator]	-7%
Cc1ccc(Cc2ccccc2C(=O)O)cc1	-1%	10%	0%
CC(C)C[C@@H](CO)NS(=O)(=O)c1cc(Cl)ccc1F	3%	16%	-3%
O=C(O)c1ccccc1CC(CCc1ccccc1)C(=O)O (stereo unspecified)	4%	?	-11%
CC(=O)Nc1ccc2c3c(cccc13)CC2	2%	13%	-14%
O=C(NN=Cc1ccccc1O)C(O)(c1ccccc1)c1ccccc1	-18%	22%	-2%
COc1ccccc1C/C(N)=N/OC(=O)COc1ccc(C)cc1C	-7%	-7%[58.9 µM]	-10%
Cc1ccc2nc(-c3ccc(NC(=O)C(C)Sc4nncs4)cc3)sc2c1 (stereo unspecified)	-5%	8%	-1%
NC(=O)Cn1nc(-c2ccccc2)nc1-c1ccccc1	-5%	87%[activator]	-2%
CC(=O)C1CCC2C3CCC4CC(=O)CCC4(C)C3C=CC12C (stereo unspecified)	?	?	-9%
O=C1N[C@@H](Cc2c[nH]c3ccccc23)C(=O)N[C@H]1Cc1ccccc1	-14%	12%	14%
C#Cc1ccc2c(c1)COc1c3ccccc3nn1-2	-25%	23%	9%
CCN1CCN(c2ccc(S(=O)(=O)N3CCCCC3)cc2NC(=O)c2ccc(C)c(C)c2)CC1	-14%	-13%	-13%
COc1ccc(C(CNC(=O)CN2C(=O)NC(C)(c3ccc4ccccc4c3)C2=O)N2CCCC2)cc1 (stereo unspecified)	-10%	29%	12%
CCOC(=O)C(=Cc1ccc2c(c1)OCO2)c1ccccc1	-16%	?	-10%
Cc1ccccc1-n1c(-c2ccc(Br)o2)n[nH]c1=S	30%	15%	4%
O=C1NC[C@H](Cc2ccccc2)N(C[C@H]2CCCN2C[C@H](Cc2ccccc2)N2C[C@H](Cc3ccc(O)cc3)N(CC3CCCCCC3)C(=O)C2=O)C1=O	-23%	-7%	-6%
NC(=O)C1(Nc2ccc(-c3ccc(Cl)cc3)cc2)CCCC1	-16%	-13%	-1%
CCN(C(=O)CSc1nc2scc(-c3ccccc3)c2c(=O)n1N)C1CCS(=O)(=O)C1 (stereo unspecified)	-10%	11%	-3%

Quoted at random: 4 records from the list, in no set order.
SMILES	POLH inh	Pol iota inh	POLK inh
O=C(O)c1ccccc1CC(CCc1ccccc1)C(=O)O (stereo unspecified)	4%	?	-11%
CCN(C(=O)CSc1nc2scc(-c3ccccc3)c2c(=O)n1N)C1CCS(=O)(=O)C1 (stereo unspecified)	-10%	11%	-3%
Cc1ccc2nc(-c3ccc(NC(=O)C(C)Sc4nncs4)cc3)sc2c1 (stereo unspecified)	-5%	8%	-1%
COc1ccccc1C/C(N)=N/OC(=O)COc1ccc(C)cc1C	-7%	-7%[58.9 µM]	-10%

Next results.
SMILES	POLH inh	Pol iota inh	POLK inh
CCOc1ccc(NS(=O)(=O)c2ccc(C(=O)N(C)CC(=O)Nc3cccc(OC)c3)cc2)cc1	-21%	42%[activator]	-7%
O=C(CSc1nc2ccccc2c(=O)n1Cc1ccco1)NCc1ccccc1	12%	-9%	-3%
CN(C)CC/C=C1/c2ccccc2CS(=O)(=O)c2ccccc21	-4%	26%	-12%
COc1cccc(C2c3cc4c(cc3OC(C)(N3CCCC3)C2C)OCO4)c1O (stereo unspecified)	-26%	?	-4%
O=C(NC1CC1)c1ccc(NC(=O)C2CCCC2)cc1	-19%	1%	0%
Cc1cc(C(=O)CSc2nc3ccc(Cl)cc3[nH]2)c(C)n1Cc1ccco1	-1%	22µM*	?
CCn1cc(C(=O)Nc2ccccc2C(=O)OC)cn1	-15%	22%	0%
COc1ccc(CNC(=O)C(=O)NCC2OCCN2S(=O)(=O)c2ccc(OC)cc2)cc1 (stereo unspecified)	-13%	5%	-3%
C#CCOCCOCCOCCNc1nc(N2CCN(C(=O)[C@H]([C@@H](C)CC)n3cc(CCC(=O)O)nn3)CC2)nc(N2CCN(C(=O)[C@H](CCCCN)n3cc(CC(C)O)nn3)CC2)n1 (stereo partly specified)	-10%	-43%	-6%
COc1cccc(/C=N/NC(=O)c2c(-c3ccccc3)noc2C)c1OC	-21%	10%	-13%
COC(=O)C1C2CC(C(Br)C2Br)C1C(=O)O (stereo unspecified)	-13%	22%	3%
CCN1C(=O)/C(=C2\C=Cc3ccccc3N2CC)OC1=S	13%	16%	-11%[60.1 µM]
O=CN(Cc1ccccc1)c1cc([N+](=O)[O-])ccc1OCc1ccccc1	-13%	51%[activator]	-26%
COc1cc(OC)cc(C(=O)NCCCCc2ccccc2)c1	-10%	-11%	-9%
CC(=O)C1CCC2C3CC(C)C4=CC(=O)CCC4(C)C3C(=O)CC12C (stereo unspecified)	-16%	84%[activator]	-12%
O=C(NCc1ccccc1)c1ccc(C(=O)NCc2ccccc2)cc1	-8%	12%	-7%
ON(CCc1ccccn1)Cc1ccccc1	-5%	24%	-5%
COc1ccc2c(COC(=O)c3ccc(C)c(S(=O)(=O)N4CCOCC4)c3)cc(=O)oc2c1	14µM*	?	-8%
CCC1(CC(C)C)SC(N)=NC1=O (stereo unspecified)	?	6%	-9%
O=c1c(Oc2ccccc2)coc2cc(O)cc(O)c12	-21%	1%	-2%
COC(=O)c1c(C)cc(O)c(C=O)c1O	-4%	6%	10%
COC(C[C@@H]1O[C@H]1C(=O)[C@@H](C)OCc1ccccc1)OC	-7%	11%	13%
CCSc1cnn(-c2ccccc2)c(=O)c1Cl	-21%	-19%[58.9 µM]	3%
Cc1ccccc1-c1cccc([C@@H]2C[C@H]3[C@H](CON3C)CN2C(=O)C(C)(C)C)c1	-6%	32%[activator]	13%
COc1ccc(S(=O)(=O)Nc2cccc(S(=O)(=O)N(C)C)c2)cc1[N+](=O)[O-]	-8%	-6%	6%
(further entries)
SMILES	POLH inh	Pol iota inh	POLK inh
COc1cccc(CN(C)C(=O)c2ccc(Cl)c(S(=O)(=O)N3CCCCCC3)c2)c1OC	-10%	3%	-7%
Nc1c(N(CCC2=CCCCC2)C(=O)COc2ccc(F)cc2Cl)c(=O)[nH]c(=O)n1Cc1ccccc1	-16%	36%[activator]	-19%
O=C(NCCc1ccccc1)c1ccc2c(c1)S(=O)(=O)c1ccccc1C2=O	-5%	?	-12%
O=C(/C=C/c1ccccc1)COC(=O)c1ccccc1	-13%	?	-18%
CC(C)c1cc(NCCN2CCOCC2)n2c(nc3ccccc32)c1C#N	-20%	-10%	7%
NC(=Nc1ccccc1)N(c1ccccc1)c1ccccc1	-2%	-14%	-5%
O=C(CCl)Nc1sccc1C(=O)c1ccccc1	-16%	-13%	-12%
CC(C)(CCc1ccccn1)C(=O)C(CCc1ccccn1)CCc1ccccn1	-18%	97%[activator]	-5%
O=[N+]([O-])c1cc(-c2cccnc2)n[nH]1	-9%	31%[activator]	-9%
CC(=O)NS(=O)(=O)c1ccc(NC(=O)c2cccc3ccccc23)cc1	0%	13%	-7%
O=C1C(=C2CCc3ccccc32)Cc2ccccc21	-13%	?	-6%
Cc1cc(CC(=O)O)c2oc(-c3ccoc3)cc(=O)c2c1	8.9µM*	?	40µM*
COCCNC(=O)c1cc(-c2ccccc2)nn1CC1CC(c2cccnc2)=NO1 (stereo unspecified)	-9%	?	-2%
OC(CCCC(O)c1ccccc1)c1ccccc1 (stereo unspecified)	-14%	78%[activator]	-5%
Cc1c(C=O)cnn1CCC(=O)O	0%	-9%	-1%
CN(C)c1ccc(/C=C/C(=O)c2ccc(O)cc2)cc1	-20%	2%	-27%
CCN(CC(=O)NCc1cccs1)C(=O)c1cccc(S(=O)(=O)Nc2ccc(F)cc2)c1	-15%	18%	0%
COc1cc(CN(C)C(=O)C2CCN(S(=O)(=O)c3cccs3)CC2)ccc1OC(F)F	?	-18%	-10%
Cc1cccc(C)c1NC(=O)C(c1ccccc1)N1CCC2(CC1)OCCO2 (stereo unspecified)	-3%	-3%[58.9 µM]	3%
CC(=O)NC(C)(CC(=O)c1ccccc1)c1ccccc1 (stereo unspecified)	-10%	-9%	17%
Cc1ccc(S(=O)(=O)N2CCCCC2)cc1NC(=O)COC(=O)CN1C(=O)NC2(CC(C)CC(C)(C)C2)C1=O (stereo unspecified)	-10%	-1%	-11%
Cc1cccc(NS(=O)(=O)c2ccc(C)c(C(=O)NC3CCN(Cc4ccccc4)CC3)c2)c1	-16%	8%	11%
CC1(C)C2CC[C@]3(C)C(CC=C4[C@@H]5C[C@@](C)(CO)[C@@H](O)C[C@]56C[C@@H](OC6=O)[C@]43C)[C@@]2(C)CC[C@@H]1O (stereo partly specified)	3%	-2%	3%
O=C(O)c1ccc(C=NN=C2c3ccccc3-c3ccccc32)cc1	?	-4%	-19%

Five of the entries above in order of their number in POLH inh, smallest number first:
structure | POLH inh | Pol iota inh | POLK inh
CC(C)c1cc(NCCN2CCOCC2)n2c(nc3ccccc32)c1C#N | -20% | -10% | 7%
O=C(CCl)Nc1sccc1C(=O)c1ccccc1 | -16% | -13% | -12%
COCCNC(=O)c1cc(-c2ccccc2)nn1CC1CC(c2cccnc2)=NO1 (stereo unspecified) | -9% | ? | -2%
Cc1cccc(C)c1NC(=O)C(c1ccccc1)N1CCC2(CC1)OCCO2 (stereo unspecified) | -3% | -3%[58.9 µM] | 3%
NC(=Nc1ccccc1)N(c1ccccc1)c1ccccc1 | -2% | -14% | -5%

Screening data deposited in PubChem BioAssay by National Center for Advancing Translational Sciences (NCATS).

A portion of the library, so the mix of outcomes need not match the whole.
